PLK1 PBD block: blocks phosphopeptide binding to human PLK1 polo-box domain. Plk1 PBD binding of FITC phosphopeptide, fluorescence polarization. Potency, µM, for the others: max response, negative = inhibition, most hits filed as inhibitors. 2.8% of 360,000 active. AID 720504; also: potency is read from the fitted curve at half-maximal effect; series mostly up to about 57 µM; % is scaled to controls: 0 for no effect and ±100 for the full control effect; nearly all actives have a fitted effect of over 65% in size
Target sequence (P53350 whole entry, looked up, the tested form may be a part): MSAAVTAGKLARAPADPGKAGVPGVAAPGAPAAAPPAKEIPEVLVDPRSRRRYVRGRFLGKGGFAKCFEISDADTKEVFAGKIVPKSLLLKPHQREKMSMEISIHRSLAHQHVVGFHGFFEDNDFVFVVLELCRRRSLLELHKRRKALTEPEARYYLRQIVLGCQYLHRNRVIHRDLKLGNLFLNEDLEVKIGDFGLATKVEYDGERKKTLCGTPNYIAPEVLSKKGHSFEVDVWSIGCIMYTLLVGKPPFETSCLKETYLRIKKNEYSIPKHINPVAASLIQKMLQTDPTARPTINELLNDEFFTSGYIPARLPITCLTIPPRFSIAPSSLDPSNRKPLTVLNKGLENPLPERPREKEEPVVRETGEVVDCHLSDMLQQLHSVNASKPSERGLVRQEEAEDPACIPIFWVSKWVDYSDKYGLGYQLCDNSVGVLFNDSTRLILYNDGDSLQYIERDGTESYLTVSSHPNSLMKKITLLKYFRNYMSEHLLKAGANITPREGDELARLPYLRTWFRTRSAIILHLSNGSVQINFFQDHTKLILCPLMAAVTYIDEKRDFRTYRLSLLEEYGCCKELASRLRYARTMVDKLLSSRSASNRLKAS
EPAC1 antag: EPAC1 (human) antagonism; EPAC1 GEF assay, Rap1b-BODIPY-GDP exchange fluorescence; Potency, µM (highest dose often 115 µM), for the others: at the top dose activity change, negative = inhibition, most hits filed as inhibitors; 0.14% of 360,000 active; O95398;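 also: potency is read from the fitted curve at half-maximal effect; plate controls were vehicle for no effect and positive control for full effect; nearly all actives have a fitted effect of over 50% in size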
GLP-1R inv ag: inverse agonists of human GLP-1 receptor. P43220. HEK293 GLP-1R CRE-luciferase, luminescence, 24 h; GLP-1R form is constitutively active. Potency, µM (doses to about 38.3 µM), for the others: at the highest dose activity change, negative = inhibition, hits mostly inhibitors. 1.6% of 410,000 active. AID 624417; also: potency is read from the fitted curve at half-maximal effect; % is scaled to controls: 0 for no effect and ±100 for the full control effect; nearly all actives have a fitted effect of over 55% in size
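Readout was luciferase luminescence, measured 12 min after detection reagent at room temperature. Beforehand, GLP-1R reporter HEK293 cells had sat 12 h, then received compounds for 24 hr at 37 deg C.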
PTHR1 ag: activates the human parathyroid hormone receptor PTHR1 | Q03431 | HEK293 GP2 PTHR1 cells, GloSensor cAMP luminescence, 1 h | Potency, µM (series often up to 115 µM), without a hit: at the top dose activation, most hits filed as activators | 0.075% of 410,000 active | AID 743266; also: potency is read from the fitted curve at half-maximal effect; nearly all actives have a fitted effect of over 55% in size; some results filed as inactive show a strong effect at the top dose; inactives centre near -15; many of its hits are not listed in these tables
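HEK-293-derived GP2 cells expressing PTHR1 and a GloSensor cAMP reporter, 3,000/well, plated overnight, given luciferin plus IBMX (each 0.5 mM as added) for 1 h at 37 °C, then compound for 1 h at 37 °C. Luminescence was read after 15 min at room temperature.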
GLP-1R agonist: activates the human GLP-1 receptor; HEK293 GLP-1R CRE-luciferase, luminescence, 4-6 h; cells express a hypersensitive GLP-1R form; AID 624172; Potency, µM (top dose mostly 45.6 µM), for the others: top-dose activation, actives largely listed as activators; P43220; 0.007% of 380,000 active; also: potency is read from the fitted curve at half-maximal effect; % of control where 0% means no effect
IL2 activator: IL-2 activation; IL-2 activation reporter assay, cell-based qHTS; stimulated with anti-CD3/CD4/CD28 beads; in transgenic mouse T cells; activation, % (series mostly up to about 46 µM); 0.065% of 360,000 active; in the data active = activation above about 50%; inconclusive = mostly about 30% to 49%; also: 0% is about no effect
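Unstimulated transgenic mouse T cells preincubated 60 min with compound, then stimulated with anti-CD3/anti-CD4-coated beads plus anti-CD28 for 18 h at 37 degrees C. IL-2 response read as EGFP and DsRed fluorescence by plate cytometry.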
EPAC1 agonist: activates human EPAC1 exchange factor | O95398 | 0.073% of 360,000 active | AID 720707 | EPAC1 agonist qHTS, biochemical assay; response scale: 100% = response to 6.5 mM cAMP | Potency, µM (highest dose often 154 µM), for inactives: at the highest dose activation, hits mostly activators; also: potency is read from the fitted curve at half-maximal effect; nearly all actives have a fitted effect of over 60% in size
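Multi-concentration qHTS readout: loss of Rap1B-bound BODIPY-GDP fluorescence driven by 100 nM EPAC1 with excess GDP (50 uM), monitored kinetically at room temperature; agonist response expressed relative to 6.5 mM cAMP.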
PI5P4Ka inh: blocks human PI5P4K alpha kinase activity | PI5P4Kalpha enzyme, ADP-Glo luminescence, 60 min; active compounds read low | max response, % | 1.2% of 330,000 active | P48426; active = max response of -50% or lower; inconclusive = between -30% and -50%; inactive = -30% or higher; also: value at the top dose of about 77 µM; % is scaled to controls: 0 for no effect and ±100 for the full control effect
Target sequence (P48426 whole entry, looked up): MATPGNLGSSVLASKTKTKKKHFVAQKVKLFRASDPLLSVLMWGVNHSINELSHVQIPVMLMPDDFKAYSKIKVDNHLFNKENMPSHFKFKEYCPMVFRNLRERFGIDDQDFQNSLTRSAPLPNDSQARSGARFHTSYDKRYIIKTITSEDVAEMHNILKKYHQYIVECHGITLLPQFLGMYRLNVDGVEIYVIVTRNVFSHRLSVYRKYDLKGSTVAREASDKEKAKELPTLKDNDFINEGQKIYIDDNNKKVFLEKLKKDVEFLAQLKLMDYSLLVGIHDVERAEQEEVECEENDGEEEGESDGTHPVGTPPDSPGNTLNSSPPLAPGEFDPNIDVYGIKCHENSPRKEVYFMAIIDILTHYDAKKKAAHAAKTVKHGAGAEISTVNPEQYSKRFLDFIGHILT
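Compounds were pin-transferred onto PI5P4Kalpha and substrate in HEPES pH 7.4 buffer with EGTA, CHAPS and 5% DMSO. ATP (5 microM final) started the reaction, which ran 60 minutes at room temperature before ADP-Glo detection.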
GLP1R cytotox: cytotoxicity in counter-screen for GLP-1R inverse agonists. Potency, µM (top dose mostly 38.3 µM), for inactives: top-dose activity change, negative = inhibition, actives largely listed as inhibitors. HEK293 cAMP-luciferase reporter cells, luminescence, 24 h. AID 624418. 0.13% of 410,000 active;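 also: loss of luciferase light is scored as toxicity; potency is read from the fitted curve at half-maximal effect; % is scaled to controls: 0 for no effect and ±100 for the full control effect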
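Seeding density was 200 cells/uL; after overnight-length (12 h) culture, 23 nL compounds went on for 24 h at 37 °C. Readout used a luciferase detection reagent, luminescence taken after 12 min at room temperature.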
* hit, by the source's call; i = inactive; ? = inconclusive; . = no result given; [ ] = dose if it differs, or a comment. Unless noted, calls follow the shape of the dose curve; as a rule, active = well fitted curve in the direction sought with a large enough effect; inconclusive = small, poorly fitted or top-dose-only effect, or another doubt; inactive = no such curve, though single readings can be large; an effect the other way counts as inactive or inconclusive. Some of the compounds tested. The share of hits here may be higher or lower than overall.

SMILES	PLK1 PBD block	EPAC1 antag	GLP-1R inv ag	PTHR1 ag	GLP-1R agonist	IL2 activator	EPAC1 agonist	PI5P4Ka inh	GLP1R cytotox
Cc1cccc(C)c1NCC(=O)N1CCN(Cc2ccccc2)CC1	20%	-6%	-6%	i	3%	0.8	0%	0	-10%
CCCCN(C)S(=O)(=O)c1ccc(C(=O)Nc2sc3c(c2C(N)=O)CC(C)(C)NC3(C)C)cc1	.	.	?	-4%	4%	.	.	.	88%[activator]
O=S(=O)(c1ccccc1)n1nc(-c2ccccc2)nc1NCc1ccco1	-3%	-10%	?	i	2%	-0.2	18%	11	8%
COc1ccc(S(=O)(=O)NN=C2CCCC2)cc1	-7%	3%	21%	i	-13%	-1.8	1%	.	2%
COc1ccc(C(=O)Nc2ccccc2C(=O)NC(C(=O)NCc2ccco2)C(C)C)cc1 (configuration not stated)	1%	10%	-1%	i	3%	0.5	-4%	0	-18%
COc1ccc(CN2CCC(Oc3ccc(C(=O)N4CCCC4)cc3)CC2)c(F)c1	-15%	2%	?	i	4%	-0.3	10%	2	-1%
COc1cc2c(cc1OC)C(Cc1ccc(O)cc1)N(C)CC2 (configuration not stated)	-7%	-16%	4%	-16%	0%	-0.9	-4%	-8	2%
COc1cccc(NC(=S)NCc2ccc(F)cc2)c1	-13%	-28%	-10%	-25%	-1%	0.3	8%	5	?
CC(=O)Nc1cccc(-c2cc(NC(C)=O)c3ncc(-c4ccc(F)cc4)n3c2)c1	-18%	-11%	?	i	2%	0.1	6%	-6	-20%
CCOC(=O)CN(C#N)c1nc(C)cc(C)n1	0%	11%	-11%	-12%	4%	-0.1	2%	-1	-9%
C/C(Cl)=C\Cn1c(N2CCCC2)nc2c1c(=O)[nH]c(=O)n2C	-7%	9%	106%[activator]	i	22%	0.7	-1%	7	0%
CCc1nnc(NC(=O)[C@@H]2CCCN2S(=O)(=O)c2ccc3c(c2)OCCO3)s1	-6%	-7%	10%	i	8%	-0.5	-1%	2	23%
COCCN(C(=O)c1cccc(-n2cnnn2)c1)c1c(N)n(CC(C)C)c(=O)[nH]c1=O	0%	6%	11%	i	1%	0.8	-2%	-1	-9%
COc1cc2nc(CN3CCOCC3)n(CC(=O)NCC(F)(F)F)c(=O)c2cc1OC	-7%	15%	-26%	5%	-2%	-2.9	-2%	19	-9%
COc1ccc(C(=O)[C@@H]2CC[C@](C)(C(=O)O)C2(C)C)cc1	9%	-2%	14%	5%	-5%	0.5	9%	-2	6%
O=c1[nH]c(C2CCN(S(=O)(=O)c3cccc(C(F)(F)F)c3)CC2)nc2c1nnn2Cc1cccc(F)c1	-8%	-24%	7.9µM*	i	6%	-4.9	-13%	3	?
CC(C)(C)c1ccc(C(=O)NNC(=O)c2ccc(Cl)cc2)cc1	3%	-7%	-9%	-25%	3%	-1.9	-2%	5	4%
COc1cccc(N2CCN(C(=O)CCC(=O)c3ccc(Cl)s3)CC2)c1	-2%	4%	?	-42%[inhibitor]	21%	0.2	16%	-6	-24%
CN(C)CCCNC(=O)c1ccc(Cl)c(S(=O)(=O)N(C)c2ccccc2)c1	-2%	9%	?	-8%	2%	-1.3	0%	-2	0%
C[C@H](N)c1nnc(SCC(=O)c2ccc(Cl)cc2)o1	-6%	15%	-6%	i	16%	-3.0	11%	.	-28%
COc1ccccc1CNC(=O)C[C@@H]1C[C@H]2c3cc(N(C)C)ccc3O[C@H]2[C@H](CO)O1	-10%	-14%	-1%	-9%	-6%	-4.0	-6%	-4	-2%
COc1ccc(N2C(=O)CSC23CCC(C(C)(C)C)CC3)cc1 (configuration not stated)	-3%	3%	6%	-5%[57.5 µM]	3%	-1.6	2%	.	-3%
O=C(O)c1ccc(Nc2ccc3nonc3c2[N+](=O)[O-])cc1	6%	-6%	66%[activator]	i	-2%	0.7	1%	1	18%
O=S1(=O)CC(N2CCN(CCO)CC2)CN1Cc1cn(Cc2cccc(Cl)c2)nn1 (configuration not stated)	-6%	-1%	14%	-14%	-4%	1.0	-8%	5	-7%
CCC(=O)Nc1ccc(C(=O)NNC(=O)c2ccc([N+](=O)[O-])cc2)cc1	6%	?	34%	-2%	-2%	-2.6	-13%	-2	3%

Additional results follow.
SMILES	PLK1 PBD block	EPAC1 antag	GLP-1R inv ag	PTHR1 ag	GLP-1R agonist	IL2 activator	EPAC1 agonist	PI5P4Ka inh	GLP1R cytotox
COC(=O)CN1C(=O)[C@H]2[C@@H](/C=C/c3ccccc3)N3C(=O)CN(CC4CC4)C(=O)[C@@]3(Cc3ccccc3)[C@H]2C1=O	-12%	-15%	15%	20%	-4%	-2.8	6%	0	17%
O=c1oc2ccc(Cl)cc2nc1/C=C(\O)c1cccs1	53%[activator]	-12%	?	i	-5%	2.6	12%	-5	-6%
O=C(c1ccc2c(=O)n(Cc3ccco3)c(=S)[nH]c2c1)N1CCN(c2ccccc2)CC1	-13%	-2%	-3%	-31%	-10%	-1.4	1%	-17	-9%
Cc1ccc(-c2csc(NC(=O)c3c(C)noc3C)n2)cc1C	-3%	-9%	?	-37%[inhibitor]	1%	-1.0	-1%	1	-3%
O=C(C1CC1)N1CCc2cc(S(=O)(=O)NC3CCN(Cc4ccccc4)CC3)ccc21	-11%	6%	10%	-5%[57.5 µM]	1%	-1.6	4%	1	20%
CC(=O)Nc1ccc(N=Nc2c(C)[nH]n(C(N)=S)c2=O)cc1	?	-11%	19%	-9%	-4%	1.9	11%	-5	-16%
Cc1c(C)c2cc(Cl)c(O)c(CN3CCN(C)CC3)c2oc1=O	-2%	25%	3%	i	-5%	-3.3	-4%	0	.
CCCCSc1ncc(C(=O)OCC)c(N)n1	9.5µM*	2%	?	-6%[57.5 µM]	1%	0.4	-1%	-18	5%
O=C1C=C(c2cccc(OCc3ccccc3)c2)C[C@@H](c2ccc3c(c2)OCO3)C1	-9%	-12%	?	-15%	9%	-3.3	-3%	-1	15%
Cn1c(CCN2CCCCC2)nc2cc([N+](=O)[O-])ccc21	-6%	7%	-6%	-22%[57.5 µM]	0%	-2.1	5%	.	3%
CCOC(=O)C1CCCN(C2CC(=O)N(c3ccc(N4C(=O)CC(N5CCCC(C(=O)OCC)C5)C4=O)cc3)C2=O)C1 (configuration not stated)	-7%	8%	19%	i	-4%	0.9	-14%	-1	-13%
CCCCOc1ccccc1-c1cc(C(=O)O)[nH]n1	-2%	13%	0%	i	-2%	-2.4	-6%	-13	-1%
COc1cc(OC)cc(C(=O)NCC(=O)NC(C)CCc2ccccc2)c1 (configuration not stated)	-11%	0%	-9%	-55%[inhibitor]	4%	0.0	8%	-2	12%
CCCCn1nc2cc(C(=O)NC3CCc4ccccc43)ccc2c1OCC (configuration not stated)	-1%	-6%	?	-13%	12%	-0.2	-5%	2	4%
CN(CCO)c1cc(N2CCC3(CC2)OCCO3)c2nonc2c1[N+](=O)[O-]	-11%	-19%	20%	i	-1%	0.5	3%	1	?
O=C(NCc1cc(C(F)(F)F)ccc1F)C1CCC(=O)N(C2CCCCCC2)C1 (configuration not stated)	-14%	-4%	-23%	-27%	-2%	-0.8	-6%	7	2%
COc1ccc(C(=O)N(CN2CCCC2=O)c2ccc(C)cc2)cc1	0%	8%	2%	-5%	1%	0.5	7%	0	-34%

Part of the list above in order of length of the SMILES, highest first.
SMILES	PLK1 PBD block	EPAC1 antag	GLP-1R inv ag	PTHR1 ag	GLP-1R agonist	IL2 activator	EPAC1 agonist	PI5P4Ka inh	GLP1R cytotox
CCOC(=O)C1CCCN(C2CC(=O)N(c3ccc(N4C(=O)CC(N5CCCC(C(=O)OCC)C5)C4=O)cc3)C2=O)C1 (configuration not stated)	-7%	8%	19%	i	-4%	0.9	-14%	-1	-13%
O=c1[nH]c(C2CCN(S(=O)(=O)c3cccc(C(F)(F)F)c3)CC2)nc2c1nnn2Cc1cccc(F)c1	-8%	-24%	7.9µM*	i	6%	-4.9	-13%	3	?
COc1ccc(C(=O)Nc2ccccc2C(=O)NC(C(=O)NCc2ccco2)C(C)C)cc1 (configuration not stated)	1%	10%	-1%	i	3%	0.5	-4%	0	-18%
COc1ccc(CN2CCC(Oc3ccc(C(=O)N4CCCC4)cc3)CC2)c(F)c1	-15%	2%	?	i	4%	-0.3	10%	2	-1%
CC(=O)Nc1ccc(N=Nc2c(C)[nH]n(C(N)=S)c2=O)cc1	?	-11%	19%	-9%	-4%	1.9	11%	-5	-16%
Cc1ccc(-c2csc(NC(=O)c3c(C)noc3C)n2)cc1C	-3%	-9%	?	-37%[inhibitor]	1%	-1.0	-1%	1	-3%
CCCCSc1ncc(C(=O)OCC)c(N)n1	9.5µM*	2%	?	-6%[57.5 µM]	1%	0.4	-1%	-18	5%
